From PubChem BioAssay
M1 agonist: agonists of M1 muscarinic receptor; CHO-M1 cells, Fluo-4 calcium fluorescence, agonist mode; active compounds read high; B-score at 10 µM; 64,000 compounds, 3% hits;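 active means fluorescence rise, raw or as B-score row- and column-corrected plate score, outside the 99.7% band of its plate's samples, either direction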
HEK293 NFkB inh: lowers PMA/ionomycin-induced NF-kB signal in HEK293 cells | HEK-293 NF-kB luciferase reporter, luminescence | inhibition, % at 3 µM | 62,000 compounds, 0.21% hits;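 active means inhibition above the mean of all tested compounds plus 3 SD, cut at about 40% in these data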;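 further: 0% = stimulated DMSO wells and 100% = 10 µM reference inhibitor 5653914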
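Material: HEK-293 cells with stable firefly luciferase reporter driven by four HIV NF-kB elements / Also added: PMA plus ionomycin mix as NF-kB-activating stimulus / Compound dosing: 3 µM once, 0.30% DMSO / Times: 1 h pretreatment, 16 h stimulation, 37 °C / Signal: luminescence / Evaluation: per-plate % inhibition versus controls / Benchmarks: DMSO and 10 µM reference inhibitor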
Jurkat tox 60K: reduces viability or proliferation of Jurkat cells; Jurkat E6.1 viability, ATP luminescence, 48 h; inhibition, % at 4 µM; 56,000 compounds, 1.2% hits; AID 463;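 active means inhibition above the mean inhibition of all tested compounds plus 3 SD, cut at about 28% in these data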
NADH enzymes: inhibitors of enzymes used to reach an NAD/NADH endpoint | coupled PK/LDH NADH assays, four targets | IC50, µM (doses to about 10 µM), for the others: at the top dose inhibition | 65,000 compounds, 0.02% hits | AID 774;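 active means single-dose screening hits from any of four coupled enzyme assays that gave an IC50 when retested across doses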;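 further: the DPM-DC format reads NADH fluorescence rather than 340 nm absorbance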
TNAP act DEA: activates human TNAP at intermediate phosphate acceptor concentration. purified TNAP, CDP-star luminescence, 100 mM DEA, 30 min; active compounds read high; scale: 0 levamisole-inhibited, 1 vehicle-only enzyme. AID 813. 64,000 tested, under 10 active. activation factor at 20 µM. P05186;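 active means activation factor of at least 2 at 20 µM, relative to controls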
Target sequence (P05186 whole entry, looked up): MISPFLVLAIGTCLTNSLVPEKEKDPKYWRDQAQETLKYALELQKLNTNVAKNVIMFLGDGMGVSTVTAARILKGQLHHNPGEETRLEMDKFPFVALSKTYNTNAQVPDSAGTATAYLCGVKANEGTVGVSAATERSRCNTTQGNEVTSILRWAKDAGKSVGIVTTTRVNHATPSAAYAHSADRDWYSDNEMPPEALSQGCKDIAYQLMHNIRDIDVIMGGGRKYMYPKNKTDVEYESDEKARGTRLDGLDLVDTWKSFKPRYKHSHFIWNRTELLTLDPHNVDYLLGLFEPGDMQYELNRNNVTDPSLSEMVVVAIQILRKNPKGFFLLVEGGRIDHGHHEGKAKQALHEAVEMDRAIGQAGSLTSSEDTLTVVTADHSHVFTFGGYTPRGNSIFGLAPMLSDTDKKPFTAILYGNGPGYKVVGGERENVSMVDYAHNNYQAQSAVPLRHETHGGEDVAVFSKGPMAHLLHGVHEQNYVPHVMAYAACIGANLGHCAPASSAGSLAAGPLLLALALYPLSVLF
D1 mod: D1 dopamine receptor (human) allosteric modulation; B-score at 10 µM; 58,000 compounds, 5.9% hits; P21728; HEK293 D1, CRE-luciferase, dopamine EC30 potentiation; actives deviate in either direction; AID 641;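 active means luminescence count or its row- and column-corrected plate score outside the 99.7% band of the plate's sample wells, on either side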
Target sequence (P21728 whole entry, looked up): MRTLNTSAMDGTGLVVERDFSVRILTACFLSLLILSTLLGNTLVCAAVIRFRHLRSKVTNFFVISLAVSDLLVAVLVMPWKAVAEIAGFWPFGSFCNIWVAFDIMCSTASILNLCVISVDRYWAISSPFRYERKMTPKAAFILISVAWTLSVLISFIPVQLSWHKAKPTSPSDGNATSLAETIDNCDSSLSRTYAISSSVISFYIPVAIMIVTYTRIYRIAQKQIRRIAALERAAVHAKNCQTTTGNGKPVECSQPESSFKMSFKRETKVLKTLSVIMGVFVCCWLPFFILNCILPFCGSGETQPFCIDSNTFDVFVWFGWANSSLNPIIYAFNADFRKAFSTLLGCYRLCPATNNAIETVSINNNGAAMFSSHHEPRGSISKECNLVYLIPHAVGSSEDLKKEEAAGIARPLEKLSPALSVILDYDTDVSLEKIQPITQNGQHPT
Ecoli tolC: growth inhibitors of E. coli BW25113 tolC mutant | OD615 | growth inhibition, % at 10 µM (by protocol) | 65,000 compounds, 2.2% hits;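 active means growth inhibition at or above a cutoff equal to the mean over every tested compound plus 3 SD, cut at about 60% in these data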;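 further: growth measured after 20 h incubation at 37 °C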
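Test system: tolC-deleted E. coli BW25113; medium: LB with kanamycin 50 µg/mL; compound: single-point testing at 10 µM; incubation: 20 h compound exposure of bacteria at 37 °C; signal: OD at 615 nm; evaluation: growth inhibition in percent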
M1 antag: antagonists of rat M1 muscarinic receptor. P08482. CHO-M1 cells, Fluo-4 calcium, ACh EC80 antagonist mode; active compounds read low. B-score at 10 µM. 64,000 compounds, 3.4% hits;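 active means calcium fluorescence response, raw or row-and-column corrected B-score, differing from the plate sample mean either way at a set confidence level, mostly lower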
SF1 activator: activates the human nuclear receptor SF-1; CHO-K1 Gal4-SF-1 LBD luciferase reporter; % increase over DMSO SF-1-specific signal; activation, % at 10 µM; 65,000 compounds, 1.9% hits;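 active means activation above the mean activation of all tested compounds plus 3 SD, cut at about 50% in these data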
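Assay system: CHO-K1 cells co-transfected with Gal4 DBD–human SF-1 LBD, 5xGal4 luciferase reporter / Input: 4,000 cells per well / Incubation: 20 h compound exposure at 37 °C after 1 h cell settling / Detection: SteadyLite luciferase luminescence / Control set: DMSO negative control and −SF1 background wells / Replication: one test per compound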
The depositor's hits bear a star; nt = not tested or not shown; [ ] = remark or other dose.

Results follow in this order: M1 agonist | HEK293 NFkB inh | Jurkat tox 60K | NADH enzymes | TNAP act DEA | D1 mod | Ecoli tolC | M1 antag | SF1 activator
> C=CCc1cccc(/C=N/c2ncccc2O)c1O
    -0.58 | 18 | 1 | 1% | 1 | 0.22 | -10 | -0.13 | 2
> Cc1ccc2[nH]c(=O)c(CN(Cc3nnnn3C3CCCC3)C3CCCCC3)cc2c1
    0.7 | 9 | 4 | 5% | 1 | 0.23 | 12 | 0.051 | 20
> O=C(Nc1ccc2nc(C3CC3)n(Cc3ccc(F)cc3)c(=O)c2c1)c1ccco1
    0.99 | -5 | 2 | 9% | 0.9 | 1.2 | 39 | -0.015 | -22
> O=C(CSc1nc2c(cnn2-c2ccc(F)cc2)c(=O)[nH]1)N1CCCc2ccccc21
    0.26 | -7 | nt | 7% | 1 | 1.8 | 56 | 0.27 | 10
> Cc1ccc2c(c1)CCCN2C(=O)c1ccncc1
    0.83 | 12 | -4 | 5% | 0.9 | 1.5 | -7 | 0.43 | -13
> COc1cc(NC(=O)c2cccs2)cc(OC)c1
    -0.54 | -2 | -6 | 2% | 0.8 | -0.045 | -5 | -3.4* | 46
> CCc1cc(C(=O)NCCN(C)C)cs1
    0.013 | 5 | 1 | 2% | 1 | -0.013 | -5 | -0.73 | -7
> CCc1ccc(NC2CC(=O)N(c3ccc(OC)cc3OC)C2=O)cc1 (configuration not stated)
    0.34 | 3 | -1 | 5% | 0.9 | -0.73 | 5 | 1.3 | -2
> CCOC(=O)N1CCN(CCC(=O)Nc2ccc(C)cc2)CC1
    nt | nt | nt | 1% | 0.9 | -0.021 | -4 | nt | nt
> COCCn1c(C)cc(C(=O)COC(=O)c2n[nH]c3ccccc23)c1C
    -2 | 3 | 7 | 1% | 0.8 | -8.4* | 27 | -0.11 | -67
> N#CCCN1CCN(C(=S)c2ccc(-c3ccc(Cl)cc3)o2)CC1
    0.61 | 4 | 1 | 7% | 0.9 | 0.057 | 7 | -1.2 | 23
> O=C(c1c(F)c(F)c(F)c(F)c1F)N1CCc2ccccc21
    -0.41 | 21 | 12 | 6% | 1 | 0.079 | -10 | 0.0094 | -11
> CC1CCC(NC(=O)C2(C)CCC(=O)N2Cc2cccnc2)CC1 (configuration not stated)
    1.3 | 12 | 0 | 1% | 0.8 | 0.4 | -8 | 0.33 | -18
> Cn1c(C(=O)N2CCCC(C(=O)NCc3cccs3)C2)cc2sccc21 (configuration not stated)
    0.006 | 15 | -4 | 6% | 1 | nt | 13 | -0.59 | -4
> CC1Cc2ccccc2N1C(=O)COC(=O)Cn1nnc(-c2ccccc2)n1 (configuration not stated)
    1.3 | 25 | 4 | 3% | 0.9 | -1.2 | 7 | 0.0076 | 5

Going on with the list.
Results follow in this order: M1 agonist | HEK293 NFkB inh | Jurkat tox 60K | NADH enzymes | TNAP act DEA | D1 mod | Ecoli tolC | M1 antag | SF1 activator
> Cc1oc2c(O)c(O)ccc2c(=O)c1-c1cnn(-c2ccccc2)c1
    0.77 | nt | nt | 3% | 0.9 | 0.16 | 4 | 0.64 | nt
> COc1ccc(OC)c(N2C(=O)C(Cl)=C(N3CCCCC3)C2=O)c1
    1.6 | 8 | -10 | 3% | 0.8 | 8.9* | -4 | -0.64 | 1
> CC(C)c1nc(SCC(=O)N2CCN(c3ccccc3)CC2)c2c(=O)n(C)c(=O)n(C)c2n1
    5.7* | 4 | -12 | 4% | 0.9 | -3.9* | -3 | -3.6* | 6
> O=C(CNS(=O)(=O)c1ccc(Br)s1)NCc1ccc2c(c1)OCO2
    -0.057 | -15 | 1 | 5% | 0.9 | -0.02 | 10 | -1.3 | 0
> O=C1c2ccccc2C(=O)N1C/C=C/c1ccccc1
    -0.018 | -3 | -12 | 3% | 0.9 | 0.0046 | -4 | 0.044 | 0
> Clc1ccc(Oc2nc(Oc3ccc(Cl)cc3)nc(N3CCOCC3)n2)cc1
    nt | 12 | -2 | 2% | 0.8 | nt | 48 | nt | -14
> Cc1noc(C)c1C(=O)OCC(=O)NCCc1ccc(Cl)cc1
    -1.1 | 17 | -7 | 5% | 0.9 | 0.11 | 3 | -0.57 | 5
> Cc1noc(/C=C/N(C)C)c1S(=O)(=O)N(C)CC(=O)NC1CCCCC1
    -0.077 | 10 | 8 | 14% | 1 | -1.5 | -13 | -0.36 | 4
> O=P(c1ccccc1)(c1ccccc1)C(c1ccco1)N1CCOCC1 (configuration not stated)
    -1.3 | 13 | -4 | 5% | 1 | nt | -11 | -1.5 | -17
> O=C(NC1CCCC1)NS(=O)(=O)c1ccccc1Cl
    0.53 | 14 | -4 | 1% | 0.9 | 0.93 | -1 | -0.014 | -3
> CCN(C1CCCCC1)S(=O)(=O)c1ccc(OC)c(C)c1
    1.2 | 17 | 2 | 3% | 0.9 | -0.54 | 92* | -1.3 | -10
> CCC(C)(C)NC(=O)C(c1cccs1)N(CC1CCCO1)C(=O)Cn1nnc2ccccc21 (configuration not stated)
    -0.37 | 12 | 2 | 8% | 0.9 | 0.64 | -17 | -0.4 | -18
> N#CCCn1c(-c2nonc2NC(=O)c2ccccc2Cl)nc2ccccc21
    -1 | 19 | -1 | 7% | 0.9 | -0.03 | nt | -1.6 | -20
> N#Cc1c(N)n(CCCN2CCOCC2)c2nc3ccccc3nc12
    1 | 4 | 13 | 5%[fluoresces] | 1 | 0.073 | -11 | -0.0087 | -13
> Cc1ccc(-n2[nH]c(C)c(C=Nc3cc(C)ccn3)c2=O)cc1
    -0.39 | nt | nt | 4% | 0.9 | 0.83 | 11 | -0.023 | 6

5 compounds out of the list, ordered by heavy-atom count, highest first:
Results follow in this order: M1 agonist | HEK293 NFkB inh | Jurkat tox 60K | NADH enzymes | TNAP act DEA | D1 mod | Ecoli tolC | M1 antag | SF1 activator
> CC(C)c1nc(SCC(=O)N2CCN(c3ccccc3)CC2)c2c(=O)n(C)c(=O)n(C)c2n1
    5.7* | 4 | -12 | 4% | 0.9 | -3.9* | -3 | -3.6* | 6
> N#CCCn1c(-c2nonc2NC(=O)c2ccccc2Cl)nc2ccccc21
    -1 | 19 | -1 | 7% | 0.9 | -0.03 | nt | -1.6 | -20
> COc1ccc(OC)c(N2C(=O)C(Cl)=C(N3CCCCC3)C2=O)c1
    1.6 | 8 | -10 | 3% | 0.8 | 8.9* | -4 | -0.64 | 1
> CCN(C1CCCCC1)S(=O)(=O)c1ccc(OC)c(C)c1
    1.2 | 17 | 2 | 3% | 0.9 | -0.54 | 92* | -1.3 | -10
> O=C(NC1CCCC1)NS(=O)(=O)c1ccccc1Cl
    0.53 | 14 | -4 | 1% | 0.9 | 0.93 | -1 | -0.014 | -3

Going on with the list:
Results follow in this order: M1 agonist | HEK293 NFkB inh | Jurkat tox 60K | NADH enzymes | TNAP act DEA | D1 mod | Ecoli tolC | M1 antag | SF1 activator
> CCOC(=O)c1cc2c(n(-c3ccc(C)cc3)c1=O)CCCC2=O
    0.071 | 12 | nt | 8% | 1 | 0.46 | -16 | 0.49 | 10
> CCOC(=O)c1c(N)c(C#N)c2n1CCCCC2
    0.043 | -9 | -2 | 6% | 0.9 | 11* | -2 | 0.0023 | 16
> CCOC(=O)N1CCC(NC(=O)c2cccc3c2C(=O)N(c2ccc(OC)cc2)C3)CC1
    2.5* | 4 | -6 | 9% | 0.9 | 5.2* | 49 | 0.11 | 12
> c1ccc(-n2nnnc2Sc2n[nH]c(-c3ccncc3)n2)cc1
    0.39 | 0 | -3 | 8% | 1 | -0.03 | 2 | 0.91 | -8
> Cn1c(=O)n(CCN2CCOCC2)c(=O)c2c1nc1n2CCN1c1ccc(Oc2ccccc2)cc1
    -0.76 | 14 | 2 | 3% | 0.9 | -0.24 | 0 | 0.14 | -3
> Cc1nn(C)c(C)c1Sc1ccc(Br)cc1
    0.67 | 12 | 5 | 5% | 0.9 | -1.2 | 15 | -0.6 | -17
> COCCNC(C)C(=O)C12CC3CC(CC(C3)C1)C2 (configuration not stated)
    0.5 | 9 | -10 | 6% | 1 | 0.51 | 11 | -0.0018 | -13
> O=C1C2ON(c3ccccc3)C(c3ccccn3)C2C(=O)N1c1ccc(Br)cc1 (configuration not stated)
    0.52 | 15 | 0 | 2% | 0.9 | 0.44 | 2 | 0.71 | -9
> CCn1c(SCC(=O)Nc2ccccc2C(=O)OC)nnc1-c1ccoc1C
    -0.35 | 9 | -3 | 7% | 0.9 | -0.44 | -12 | 0.58 | -3
> COc1ccc(OC)c(-c2csc3nnc(SCC(=O)Nc4ccc(NC(C)=O)cc4)n23)c1
    1.1 | 9 | -2 | 7% | 0.9 | -1.1 | -1 | 0.24 | -14
> O=C(CSc1nnc(CCc2nc3ccccc3[nH]2)n1-c1ccccc1)NCc1ccco1
    -0.32 | -3 | -11 | 7% | 1 | -0.8 | -4 | -0.5 | 2
> CN(C(=O)C1CCCO1)c1nnc(-c2ccncc2)s1 (configuration not stated)
    1.8 | 6 | 10 | 3%[fluoresces] | 0.9 | 0.56 | -5 | 0.0068 | 16
> Cc1cc(NC(=O)COC(=O)CSc2nc3cc(Cl)ccc3n2Cc2ccccc2)no1
    1.8 | 11 | 6 | 3% | 0.9 | -0.73 | 14 | 0.0065 | -2
> Cn1c(Nn2cnnc2)nc2ccccc21
    0.39 | 12 | 2 | 2% | 0.9 | 0.49 | -9 | -0.036 | -5
> O=c1nc(N2CCCC2)nc(Nc2ccccc2)[nH]1
    0.2 | 21 | -5 | 2% | 0.9 | 2.3 | -8 | 0.017 | 17

Entries of single compounds, looked up by structure. Order of values: M1 agonist	HEK293 NFkB inh	Jurkat tox 60K	NADH enzymes	TNAP act DEA	D1 mod	Ecoli tolC	M1 antag	SF1 activator
Cc1ccc2c(c1)CCCN2C(=O)c1ccncc1 reads 0.83	12	-4	5%	0.9	1.5	-7	0.43	-13
Cn1c(Nn2cnnc2)nc2ccccc21 reads 0.39	12	2	2%	0.9	0.49	-9	-0.036	-5

New compounds follow.
Results follow in this order: M1 agonist | HEK293 NFkB inh | Jurkat tox 60K | NADH enzymes | TNAP act DEA | D1 mod | Ecoli tolC | M1 antag | SF1 activator
> Cc1cc(C)n(-c2nc3ccccc3nc2Nc2ccc3c(c2)OCO3)n1
    0.72 | 0 | -2 | 8% | 0.9 | nt | 14 | 0.0022 | -35
> CC1CCCC(NC(=O)CSc2ncccc2C(=O)O)C1C (configuration not stated)
    0.21 | 14 | 8 | 1% | 0.9 | -0.76 | -12 | 0.033 | 12
> O=C(Cc1ccccc1)Nc1ccc(-c2nnc(-c3ccco3)o2)cc1
    -0.0064 | -2 | 7 | 13% | 1 | 0.84 | -6 | -0.32 | 2
> FC(F)(F)c1ccc(Sc2nnc(-c3cccs3)n2CC2CCCO2)nc1 (configuration not stated)
    0.13 | 6 | 9 | 3% | 0.8 | nt | -6 | -0.1 | -1
> Cn1c(=NC(=O)C2CC2)sc2cc(F)cc(F)c21
    -0.95 | -1 | 0 | 8% | 1 | 1.2 | 5 | -2.2 | -2
> Cc1cccn2c(=O)c(C=Nc3ccc(Cl)cc3)c(NCCO)nc12
    nt | 10 | 10 | 10% | nt | nt | 16 | nt | 11
> COc1ccc(NC(=O)Cn2nnc(C(=O)NCc3ccccc3OC)c2N)cc1Cl
    0.12 | 8 | nt | 1% | 0.9 | 0.018 | -3 | 0.61 | -27
> O=C(C1COc2ccccc2O1)N1CCN(c2ccccc2)CC1 (configuration not stated)
    -0.44 | 17 | 4 | 3% | 0.9 | 1 | 10 | 0.63 | 40
